# Screening results (PubChem BioAssay)
# Anesthetic bind: candidate novel general anesthetic via apoferritin binding | P02791 | apoferritin/1-aminoanthracene competitive binding, fluorescence | Potency, µM (series often up to 77.5 µM), for the others: at the top dose activity change, negative = displacement, hits mostly inhibitors | 350,000 compounds, 0.074% hits | AID 485281; further: potency means the concentration at half of the fitted maximal effect; on the % scale 0 is the no-effect control and ±100 the full control effect; nearly all actives have a fitted effect of over 20% in size
# Target sequence (P02791 2-175 limits assumed): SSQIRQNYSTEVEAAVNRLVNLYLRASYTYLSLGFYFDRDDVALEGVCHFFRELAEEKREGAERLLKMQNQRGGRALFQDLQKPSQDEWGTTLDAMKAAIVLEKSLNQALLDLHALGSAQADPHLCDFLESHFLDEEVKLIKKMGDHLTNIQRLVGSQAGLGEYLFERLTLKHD
#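 Horse-spleen apoferritin (10 uM) in 50% saturated 1-aminoanthracene in PBS was incubated 10 min at room temperature with compound. Fluorescence (ex 380, em 535 nm) was normalized to free and bound 1-AMA, with concentration-response fitted by a four-parameter Hill equation.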
# D1 ag: human D1 receptor agonism; HEK293 T-REx D1 cells, calcium flux, agonist mode; activation, % at 2 µM; 360,000 compounds, 1% hits; in the data active means activation above about 30%; further: 0% is about no effect
#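 Tetracycline-induced HEK293 TREx D1 cells, force-coupled to calcium signalling, were dye-loaded with a no-wash calcium kit. Compound was pin-added after a 10 s baseline. Fluorescence was read kinetically at 1 cycle/s for 180 s, with calcium rises flagged as agonism.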
# RXFP1 antag: RXFP1 (human) relaxin receptor antagonism. activity change, negative = inhibition, % at 57.5 µM. Q9HBX9. 350,000 compounds, 0.59% hits. HEK293-RXFP1, relaxin-stimulated cAMP HTRF, 30 min; stronger effect = lower value;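 active means activity change of -60% or lower, but not beyond a set lower limit; inconclusive means change between -60% and -40%, or beyond the set limit; inactive means change above -40%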; further: on the % scale 0 is the no-effect control and ±100 the full control effect
# Target sequence (Q9HBX9 whole entry, looked up): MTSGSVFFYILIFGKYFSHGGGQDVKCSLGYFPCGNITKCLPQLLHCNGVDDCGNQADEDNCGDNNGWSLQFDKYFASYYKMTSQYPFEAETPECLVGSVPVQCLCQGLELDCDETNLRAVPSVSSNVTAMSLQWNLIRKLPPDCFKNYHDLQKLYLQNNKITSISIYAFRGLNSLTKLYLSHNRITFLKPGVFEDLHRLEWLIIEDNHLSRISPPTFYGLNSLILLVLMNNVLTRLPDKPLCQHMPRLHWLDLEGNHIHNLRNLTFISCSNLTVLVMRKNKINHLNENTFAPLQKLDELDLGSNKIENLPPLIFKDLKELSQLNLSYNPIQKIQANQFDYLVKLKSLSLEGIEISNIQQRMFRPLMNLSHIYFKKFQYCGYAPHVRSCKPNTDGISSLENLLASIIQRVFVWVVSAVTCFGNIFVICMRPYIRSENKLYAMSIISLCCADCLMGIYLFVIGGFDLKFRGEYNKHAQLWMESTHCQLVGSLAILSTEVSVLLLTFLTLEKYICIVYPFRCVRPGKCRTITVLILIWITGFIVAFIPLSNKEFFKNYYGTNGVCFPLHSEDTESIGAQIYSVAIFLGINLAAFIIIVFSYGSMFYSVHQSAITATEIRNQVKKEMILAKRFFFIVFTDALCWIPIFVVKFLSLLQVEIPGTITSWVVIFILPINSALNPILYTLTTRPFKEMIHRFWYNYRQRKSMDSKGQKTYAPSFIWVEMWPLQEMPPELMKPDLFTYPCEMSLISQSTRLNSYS
# RXFP1 ag: RXFP1 (human) receptor agonism. HEK293T-RXFP1 cAMP TR-FRET, 30 min; response scale: percent of porcine relaxin response, buffer zero. AID 2676. 370,000 compounds, 0.3% hits. Q9HBX9. Potency, µM (doses to about 57.5 µM), for inactives: at the top dose activation, most hits filed as activators; further: potency means the concentration at half of the fitted maximal effect; on the % scale 0 is the no-effect control and ±100 the full control effect; nearly all actives have a fitted effect of over 60% in size; many of its hits are not listed in these tables
#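 cAMP rise read by TR-FRET after 30 min, 37C compound exposure (up to 58 uM) in RXFP1-transfected HEK293 cells with Ro 20174 present. EC50 from Hill-equation fits, with 29 nM porcine relaxin as 100% and buffer as basal.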
# D1 antagonist: blocks dopamine activation of the human D1 receptor. P21728. HEK293 TREx D1 cells, calcium flux, dopamine EC80; stronger effect = lower value. activity change, negative = inhibition, % at 10 µM. 360,000 compounds, 3.2% hits. AID 504652; in the data active means activity change below about -30%; further: on the % scale 0 is the no-effect control and ±100 the full control effect
#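 HEK293 T-REx cells expressing inducible, force-coupled D1 receptor; no-wash Ca dye, 30–90 min RT. Cmpd → 180 s read at 1 Hz → EC80 DA → 180 s read.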
# D2 potentiator: D2 dopamine receptor (human) potentiation; P14416; HEK293 T-REx D2, calcium flux, EC20 dopamine potentiation; 340,000 compounds, 0.34% hits; potentiation, % at 10 µM;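 active means potentiation over 3 SD above the plate norm, cut at about 30% in these data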; further: 0% is about no effect
#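 Cells plated with tetracycline inducer and held overnight at 30 C; calcium dye loaded 30–90 min at room temperature; baseline taken, compound added and read 180 s; EC20 dopamine then added and read 180 s.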
# TRHR ag: agonists of human TRH receptor; 360,000 compounds, 0.18% hits; TRHR cells, calcium flux fluo-8, FDSS agonist mode; activation, % at 2 µM; AID 493084; in the data active means activation above about 30%; further: 0% is about no effect
#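 TRHR-expressing cells, plated overnight in medium with 10% serum, were loaded with fluo-8 calcium dye at room temperature. After a 10 s baseline, library compound was pin-added and calcium release was recorded kinetically (ex 480/em 530) as agonist response.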
# D1 potentiator: enhances dopamine response at the human D1 receptor. P21728. HEK293 TREx D1 cells, calcium flux, dopamine EC20 potentiation. potentiation, % at 10 µM. 360,000 compounds, 0.036% hits. AID 504651; in the data active means potentiation above about 30%; further: 0% is about no effect
# TRHR PAM: allosterically enhances the human TRH receptor | enhancement, % at 2 µM | P34981 | TRHR cells, fluo-8 calcium fluorescence, EC20 TRH enhancement | AID 493056 | 360,000 compounds, 0.66% hits; in the data active means enhancement above about 30%; further: 0% is about no effect
#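 Enhancer read-out: after compound pinning and an initial kinetic agonist-mode read, an EC20 of TRH (10 nM final) was injected and fluo-8 calcium signal (Ex 480/Em 530) followed at 1 s/cycle for 100 cycles in TRHR-expressing cells.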
# * = called active by the depositor; ? = inconclusive; / = not tested or not shown; & = joins results of further samples; [ ] = another dose, or the depositor's remark. Unless noted, the call rests on the fitted dose curve; in most records, active means well fitted curve in the direction sought with a large enough effect; inconclusive means small, poorly fitted or top-dose-only effect, or another doubt; inactive means no such curve, though single readings can be large; an effect the other way counts as inactive or inconclusive. Some of the compounds tested. The share of hits here may be higher or lower than overall.
SMILES,Anesthetic bind,D1 ag,RXFP1 antag,RXFP1 ag,D1 antagonist,D2 potentiator,TRHR ag,D1 potentiator,TRHR PAM
CC1=CC2=NC(=O)/C(=C\c3cc(C)n(-c4ccccc4)c3C)C(=N)N2O1,1%,3,-3,11%,-7,-17,0.2,4,-2
O=C(c1cccnc1)N1CCN(S(=O)(=O)c2ccc(F)cc2)CC1,-7%,1,-4,-0.1%,1,19,-1.0,0,-18
COC(=O)CN(c1c(C)cccc1C)S(C)(=O)=O,-5%,1,-4,1.0%,11,-7,0.0,-3,-6
CN(C)S(=O)(=O)c1cccc(C(=O)Nc2ccccc2)c1,-2%,5,-6,0.2%,5,3,0.8,-2,3
CCOC(=O)N1CCC(NC(=O)CSCc2nc(-c3ccccc3Cl)oc2C)CC1,-9%,11,0,0.1%,-9,6,-0.4,-2,1
CCCCc1nn2c(=O)cc(COC(=O)c3cccc(Cl)c3)nc2s1,-10%,7,/,1.3%,-6,-5,-0.2,-4,-9
COC(=O)c1sccc1S(=O)(=O)N(CC(=O)Nc1cc(F)ccc1F)c1ccc(C)c(C)c1,?,10,-8,1.7%,12,-3,-0.7,-9,-1
CN1CCN(C(=O)Nc2cccc(Cl)c2)c2cccnc21,6%,47*,5,23%,-23,7,-1.6,-3,4
Cc1cc(C)cc(NC(=S)NC2CC3CCC(C2)N3Cc2ccco2)c1 (stereo not drawn),-10%,11,-8,-4.0%,-3,-15,-0.1,-12,2
O=C(N/N=C/c1ccc(O)cc1)c1ccc(NC(=O)c2ccccc2Br)cc1,?,2,7,0.5%,-47*,-7,0.7,-8,-2
COc1ccccc1OCC(=O)NCC1CCCN(C(=O)c2ccccc2C(C)=O)C1 (stereo not drawn),-5%,3,4,1.6%,5,10,0.6,-11,-2
CCOC(=O)C(NCc1ccco1)(NC(=O)c1ccccc1)C(F)(F)F (stereo not drawn),-2%,2,0,0.5%,-8,1,-0.2,3,11
Cc1ccc(NC(=O)Cn2cc3c(n2)CCCC3)c(Cl)c1,-4%,1,-1,3.0%,0,/,-0.9,-2,9
CCC1OC2(C)OC(=N)C1(C#N)C(C#N)(C#N)C2c1ccccc1 (stereo not drawn),289%[activator],2,1,-1.3%,8,-6,0.5,-1,1
CN(C)C(=O)CN1CCN(Cc2cn(C)nc2-c2ccc3c(c2)OCCO3)CC1,-2%,0,2,-1.9%,5,12,1.0,-2,8
C/C(=N\NS(=O)(=O)c1ccc([N+](=O)[O-])cc1)c1ccc(NC(=O)c2ccco2)cc1,-4%,5,-11,-0.6%,0,-4,0.6,-2,-3
CC(=O)Nc1ccc(NC(=O)C/C(C)=N/NC(=O)c2cccc3ccccc23)cc1,-15%,-1,-4,2.7%,-10,/,-0.3,2,-4
CC1(C)CCCC(C)(C)N1CC(O)COCCOc1ccc(Br)cc1 (stereo not drawn),2%,39*,-9,-0.2%,-6,8,-0.1,-2,-5
Cc1nn(Cc2ccccc2)c(Cl)c1/C=C1\NC(=S)NC1=O,?,-2,2,-0.4%,-9,0,-0.5,0,-5
CCc1cc2c(-c3ccccc3)cc(=O)oc2cc1OC(C)C(=O)NCC1CCC(C(=O)O)CC1 (stereo not drawn),-18%,1,/,-0.7%,-11,-4,-0.5,2,-1
CCCn1ncc(CN2CCC(CO)(Cc3ccc(OC)cc3)CC2)c1C,-7%,1,-1,-0.8%,2,/,-0.6,-1,1
O=C(Nc1ccc(S(=O)(=O)N2CCCC2)cc1)c1ccc(OCC2CCCO2)cc1 (stereo not drawn),-15%,21,-14,1.0%,-26,7,0.1,-5,2
Cc1ccccc1NC(=O)OCc1ccccc1,?,2,-25,3.6%,4,-1,-1.4,5,-6
Cc1cc(C)cc(N(CCC#N)C(=O)COC(=O)C2CCN(S(=O)(=O)c3ccc(C)c(C)c3)CC2)c1,/,7,-2,0.1%,2,-5,0.5,-3,-1
O=C(/C=C/Nc1ccc(F)c(Cl)c1)c1ccccc1,-15%,3,6,0.2%,3,-4,0.2,2,-4
Cc1ccc(NC(=O)CSc2nnc(Cc3cccn3C)n2-c2ccc(F)cc2)cc1,-3%,0,/,1.7%,7,-13,0.1,3,-3
COc1cccc(CN(C(=O)c2cnccn2)C(C(=O)NC2CCCCC2)c2cc(OC)c(OC)c(OC)c2)c1 (stereo not drawn),-4%,1,-6,-0.1%,3,/,0.1,-6,1
CC(C)Oc1ccc(C(=O)Nc2ccc(N(C)C)cc2)cc1,1%,1,-3,-3.0%,5,7,-0.6,2,11
NC(=O)c1ccc(NC(=O)CN2CCN(c3ccc(Cl)cc3)CC2)cc1,-7%,5,-1,-1.2%,-17,6,0.3,-9,1
CC(=O)Nc1ccc(S(=O)(=O)Nc2cc([N+](=O)[O-])ccc2C)cc1,-8%,5,1,1.5%,7,9,0.0,3,1
COC(=O)c1cc(-c2ccc(C)cc2)c2c(=O)n(C)c(=O)n(C)c2n1,-6%,2,6,8.7%,-2,6,0.7,-2,1
O=c1[nH]c2ccccc2nc1CCc1ccccc1,-5%,14,-25,8.3%,1,3,7.7,-4,-1
C/C(=N\Nc1nc(N2CCOCC2)nc(N2CCOCC2)n1)c1cccc([N+](=O)[O-])c1,-5%,2,-11,0.5%,-9,14,0.7,2,-4
CC(=NCCc1ccccc1)C1=C(O)CCC1=O,-3%,0,-6,0.4%,-22,-15,0.5,-6,-1
CCn1c(C)c(C)c2cc(C(=O)NCCCN3CCN(C)CC3)ccc21,3%,0,-23,0.0%,24,-2,-0.1,-1,1
Cc1snc(SCC(=O)N/N=C(\N)COc2cccc(C(F)(F)F)c2)c1C#N,?,1,13,2.5%,-1,-1,0.9,1,-4

# Quoted at random: 4 entries already listed, in no set order.
SMILES,Anesthetic bind,D1 ag,RXFP1 antag,RXFP1 ag,D1 antagonist,D2 potentiator,TRHR ag,D1 potentiator,TRHR PAM
COc1cccc(CN(C(=O)c2cnccn2)C(C(=O)NC2CCCCC2)c2cc(OC)c(OC)c(OC)c2)c1 (stereo not drawn),-4%,1,-6,-0.1%,3,/,0.1,-6,1
Cc1nn(Cc2ccccc2)c(Cl)c1/C=C1\NC(=S)NC1=O,?,-2,2,-0.4%,-9,0,-0.5,0,-5
Cc1ccc(NC(=O)CSc2nnc(Cc3cccn3C)n2-c2ccc(F)cc2)cc1,-3%,0,/,1.7%,7,-13,0.1,3,-3
Cc1snc(SCC(=O)N/N=C(\N)COc2cccc(C(F)(F)F)c2)c1C#N,?,1,13,2.5%,-1,-1,0.9,1,-4

# Next structures
SMILES,Anesthetic bind,D1 ag,RXFP1 antag,RXFP1 ag,D1 antagonist,D2 potentiator,TRHR ag,D1 potentiator,TRHR PAM
COc1ccc(CCNS(=O)(=O)c2ccc3c(c2)CCN3C(=O)C2CC2)cc1OC,-17%,1,-4,1.9%,10,-7,-0.5,0,-6
COc1ccc(C(=O)OCC(=O)N2CCCCCC2)cc1S(=O)(=O)N1CCOCC1,/,4,2,0.2%,2,-2,-0.1,/,1
CC1CN(S(=O)(=O)c2ccc(C(=O)Nc3sccc3C(N)=O)cc2)CC(C)O1 (stereo not drawn),6%,-1,-4,1.3%,17,/,-0.1,-1,-1
CCC(C)NC(=O)CNC(=S)N(Cc1ccccc1)Cc1cccnc1 (stereo not drawn),4%,-1,/,4.7%,12,14,0.1,-2,7
C[C@]1(C(=O)NCCc2c[nH]c3ccccc23)C=C[C@@H](Cc2ccccc2)N1C(=O)c1ccccc1,-9%&6%,-1,/,-1.2%,14,8,0.0,2,2
COc1ccc(C)cc1N(CC(=O)N1CCCCCC1)S(C)(=O)=O,1%,2,1,-0.8%,4,-9,0.1,-2,-1
Cc1noc(C)c1C(=O)Nc1ccc(C#N)cc1,-3%,1,1,3.1%,-17,-8,0.8,2,-2
Clc1ccc(Nc2nc(-c3ccccc3)c3cc(Cl)ccc3n2)cc1,-3%,2,13,-0.1%,-8,10,1.3,2,-4
CN(Cc1ccccc1F)C(=O)CN1C(=O)NC2(CCc3ccccc32)C1=O (stereo not drawn),/,1,-6,0.2%,-6,-11,-0.3,3,-4
CS(=O)(=O)Nc1ccc(C(=O)Nc2ccc(S(=O)(=O)N3CCCCC3)cc2)cc1,?,0,-15,-1.8%,-5,1,0.5,2,-6
COc1ccc(C(=O)NNC2=CC(=O)CC(C)(C)C2)cc1,4%,3,-9,2.9%,16,-2,0.1,-3,5
CCOC(=O)c1c(NC(=O)CSc2nnc(-c3c[nH]c4ccccc34)n2CCOC)sc2c1CCCC2,-14%,-2,-10,0.3%,-7,22,0.0,-1,-5
N#C/C(=C\c1ccc(-c2nc3ccccc3s2)o1)C(N)=O,-4%,0,-13,0.6%,-2,-2,-0.6,-7,0
CC(C)c1ccc(NC(=O)C2CCCN(S(=O)(=O)c3cccnc3)C2)cc1 (stereo not drawn),?,12,-6,-3.8%,-10,-17,-1.6,-7,-2
CCN(c1ccccc1)S(=O)(=O)c1ccc2c(c1)CC(C)N2C(=O)C1CC1 (stereo not drawn),-8%,17,-8,-1.4%,-32*,-8,0.0,-3,0
CCOC(=O)CC(=O)CSc1ccc2nnc(-c3ccccc3)n2n1,-4%,6,49,?,17,-3,0.3,3,-6
CSc1nc(-c2ccco2)nn1C(=O)c1ccc(C)cc1,-7%,1,-16,1.5%,0,6,0.5,0,14
O=C(Cc1cc(=O)[nH]c(=O)[nH]1)NCC1CCCO1 (stereo not drawn),-5%,3,/,0.9%,-15,0,0.2,/,-2
CN(C(=O)CSc1nc(-c2ccccc2)cn1N)C(c1ccccc1)c1ccccc1,9%,1,-11,-2.1%,/,11,-0.3,-1,0
COc1cc(OC)c(C(=O)NCC(c2cccs2)N(C)C)cc1OC (stereo not drawn),-4%,0,/,3.1%,7,-14,0.4,-6,-1
COc1ccc(-c2[nH]ncc2-c2ccc(Cl)cc2)c(O)c1,?,7,-20,-0.2%,-9,15,-0.1,-7,8
COc1cc([N+](=O)[O-])ccc1NC(=S)NC(=O)CC(C)(C)C,-14%,1,-14,1.4%,-29,3,0.1,-8,-3
O=C(c1ccc(Cn2cc(Br)cn2)cc1)N1N=C(C(F)F)CC1(O)C(F)F (stereo not drawn),-16%,48*,4,1.2%,71,10,1.2,-2,6
CS(=O)(=O)N1CCc2cc(S(=O)(=O)NCCNS(=O)(=O)c3ccc4c(c3)CCN4S(C)(=O)=O)ccc21,-2%,2,1,0.4%,-27,-5,0.8,-1,-3
COc1cc(C(=O)N/C(=C\c2cn(C)c3ccccc23)C(=O)NCCCN2CCOCC2)cc(OC)c1OC,-3%,1,3,3.9%,-7,-16,0.5,10,2
